ARNT TACC3 PPI: ARNT/TACC3 interaction disruption; Q9Y6A5; AlphaScreen His-ARNT PAS-B/GST-TACC3 binding, luminescence; TACC3 fragment carries E629A point mutation; inhibition, % at 9.99 µM; 390,000 tested, 0.66% active;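 active = mean inhibition of replicates at least 50% and at least half of replicates each reaching 50%; inconclusive = half or more replicates reach 50% but mean below 50%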;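 note: 0% = complete ARNT plus TACC3 wells and 100% = ARNT alone without TACC3; many hits fall short of the cut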
Cneo AK release: causes C. neoformans cell lysis; 360,000 tested, 0.2% active; lysis activity, % at 15 µM; adenylate kinase release luminescence, 4 h; normalised: neutral wells 0, clomiphene wells 100;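 active = mean lysis activity across replicates of at least 80%, whatever share of replicates individually reach that level; inactive = mean lysis activity below 80%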
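Assay system: log-phase C. neoformans yeast / Quantity: yeast cell density of 5 × 10^6 cells/mL / Medium: fresh YPD growth medium / Compound: single dose / Timing: static 4 h at 37 °C with compound, 1 h detection / Measured by: adenylate kinase release luminescence / Read-out: lysis from increased AK signal / Benchmarks: Clomiphene as positive lysis control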
C2C12 statin: protects C2C12 myotubes from simvastatin toxicity; rescue of ATP level, % at 7.49 µM; AID 602340; 330,000 tested, 0.78% active; ATP luminescence, 48 h; scaled: DMSO 0, geranylgeraniol control 100;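 active = mean ATP rescue above about 67%, or every replicate alone reaching that limit, limit read from the data, passing the limit was not always enough; inconclusive = no clear call, values can overlap the other calls; inactive = mean under the limit and some replicate under it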;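 note: myotubes were challenged with 10 µM simvastatin during compound exposure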
LGR2 inh: Drosophila LGR2 receptor signaling inhibition. HEK293 LGR2, CRE-luciferase, bursicon-stimulated, 4 h. inhibition, % at 9.99 µM. 380,000 tested, 0.35% active. AID 720647;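 active = drop in luminescence signal, shown as inhibition above about 50% in the replicate tests, limit read from the data, passing the limit was not always enough; inconclusive = probably only some replicates passing the limit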;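 note: agonist challenge used bursicon conditioned medium at about half maximal strength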
GSIS activator: GLuc luminescence reporter in INS-1E cells, primary screen for activators of glucose-dependent secretion of insulin | activation, % at 16.6 µM | INS-1E GLuc reporter insulin secretion, 2-3 h | 370,000 tested, 0.61% active | AID 743287;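 active = lowest replicate activation of at least 40%, so every replicate reaches that level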;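 note: 0% = median of neutral control wells and 100% = median of IBMX positive control wells; some compounds called inactive have numbers as strong as hits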
PGC1a acetyl inh: lowers PGC1a acetylation signal in U2OS cells; AlphaScreen anti-acetyl-lysine; with virally co-expressed GCN5 acetyltransferase; inhibition, % at 15.6 µM; 350,000 tested, 0.17% active;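 active = every replicate shows inhibition of at least 40%; inconclusive = mean inhibition at least 40% but some replicate below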;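 note: 0% = neutral control wells and 100% = positive control wells; some results beyond the cut were filed as inactive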
PAX8 reporter: PAX8 transcriptional activity inhibition; RMG-I TPO-luciferase reporter, SteadyGlo, 24 h; inhibition, % at 12.6 µM; 360,000 tested, 1.2% active; AID 652154;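 active = mean replicate inhibition at least 60% with every replicate also reaching 60%; inconclusive = only one of the two criteria is met; inactive = mean below 60% and not all replicates reaching 60%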;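 note: luciferase light reporting Pax8 driven TPO promoter activity; plate controls were median of neutral control wells for no effect and mitoxantrone controls for full effect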
PglD inh: PglD (C. jejuni) enzyme inhibition; purified PglD enzyme, DTNB colorimetric CoA detection; inhibition, % at 12.5 µM; 360,000 tested, 0.098% active; in the data active = inhibition above about 16%, passing the limit was not always enough; inconclusive = no clear call, values can overlap the other calls; note: strong numbers were not always called active
* = called active by the depositor; ? = inconclusive; . = no result given; & = joins results of further samples.

SMILES	ARNT TACC3 PPI	Cneo AK release	C2C12 statin	LGR2 inh	GSIS activator	PGC1a acetyl inh	PAX8 reporter	PglD inh
CC1(c2nc3ccccc3[nH]2)CCC(=O)N1C1CC1 (stereo not given)	.	14	6	-11	-2	1	-2	3
CCC1Sc2ccccc2N(CC(=O)NC2CCCC2)C1=O (stereo not given)	0	-2	-6	8	21	-11	.	2
CC(C)c1cn(CC[C@H]2CC[C@H](NS(=O)(=O)Cc3ccccc3)[C@H](CO)O2)nn1	-13	0	21	10	-8	-1	-3	-1
O=C(C1CC1)N1CCCCN2[C@@H](CO)[C@H](c3ccc(C#CC4CC4)cc3)[C@@H]2C1	6	-2	.	.	.	-5	-10	-3
COc1ccc2cc3c(N)nn(C(=O)c4ccccc4Cl)c3nc2c1	29	.	-7	28	20	?	9	.
COc1ccccc1N(CC(=O)NCCSCc1ccccc1)S(=O)(=O)c1ccc(C)cc1	-7	4	5	23	-39	.	32	-4
CCn1c2ccccc2c2nnc(SCC(=O)NCc3cccs3)nc21	-23	-5	20	.	.	-1	-3	2
Cc1ccccc1NC(=O)c1cc2c(=O)n3cccc(C)c3nc2s1	-13	1	-29	0	45	.	16	0
C[C@H]1CN([C@@H](C)CO)S(=O)(=O)c2ccc(-c3ccncc3)cc2O[C@@H]1CN(C)C(=O)c1ccc2c(c1)OCO2	7	0	-8	6	7	12	.	1
Cc1ccc(Nc2nc(N)nc(CSC(=S)N3CCOCC3)n2)c(C)c1	4	.	.	-15	-15	.	-144	.
C=CCN1C(=O)/C(=C\c2cccs2)C(C(=O)OC)=C1C	1	6	-10	.	.	-2	.	-15
CCc1c(C)sc(NC(=O)C2CC2c2ccccc2)c1C(N)=O (stereo not given)	-10	1	-6	.	.	-8	-1	-3

Overlap with the part before: 2 entries; new compounds follow.
SMILES	ARNT TACC3 PPI	Cneo AK release	C2C12 statin	LGR2 inh	GSIS activator	PGC1a acetyl inh	PAX8 reporter	PglD inh
C=CCN1C(=O)/C(=C\c2cccs2)C(C(=O)OC)=C1C	1	6	-10	.	.	-2	.	-15
CCc1c(C)sc(NC(=O)C2CC2c2ccccc2)c1C(N)=O (stereo not given)	-10	1	-6	.	.	-8	-1	-3
COc1ccc(NC2CCCN(C(=O)c3cccc(N4CCNC4=O)c3)C2)cc1 (stereo not given)	1	6	14	14	-4	8	2	0
COC(=O)C1SCC2C(=O)N(Cc3ccccc3)CC(=O)N21 (stereo not given)	-1	.	-2	-26	-3	-3	-11	.
Cc1ccc(NC(=O)c2nc[nH]c2C(=O)N(C)CCO)cc1	.	-2	1	-10	37	.	1	-4
Cc1ccc(S(=O)(=O)Nc2ccc3c(c2)C(=O)N([C@H](C)CO)C[C@@H](C)[C@H](CN(C)C(=O)CCCN(C)C)OCCCC[C@@H](C)O3)cc1	-3	-1	.	-8	11	2	8	7
N=C1C(c2ccccc2)=C(O)CN1NC(=O)c1ccc(Cl)cc1	0	.	.	27	5	.	-10	.
CCCN(C)C[C@@H]1OCCCC[C@H](C)Oc2ccc(NC(=O)c3ccccc3)cc2C(=O)N([C@H](C)CO)C[C@@H]1C	5	2	14	-2	-2	-1	8	1
CCOc1ccc2nc(SCC(=O)c3ccc(Cl)s3)sc2c1	2	0	.	-49	-13	-4	.	2
Oc1cc2c(cc1C(c1ccc(Cl)c(Cl)c1)N1CCCC1)OCO2 (stereo not given)	3	.	.	-25	4	.	-7	.
CC(=O)Nc1cccc(NC=C(C#N)C#N)c1	-1	.	.	-7	-17	.	-6	.
CC(C)(C)CNC(=O)c1ccc2c(c1)S(=O)(=O)c1cc(Cl)ccc1C2=O	4	3	-15	16	9	12	6	6
O=C(N/N=C/c1cc(Cl)cc([N+](=O)[O-])c1O)c1cccc(S(=O)(=O)N2CCOCC2)c1	71*	-1	17	11	18	-2	-5	1
COc1ccc(N2CCN(Cc3cc(=O)oc4cc(-c5ccccc5)c(O)cc34)CC2)cc1	-4	1	-15	.	.	35	.	1
CC(C)c1cc(C(=O)N/N=C/C(Br)=C/c2ccccc2)n[nH]1	30	-2	-16	-10	9	-125	74*	-2
CCOc1ccc(S(=O)(=O)N(CC)CC(=O)NCc2ccncc2)cc1C	-14	6	-5	1	26	.	6	3
O=C(CCN1C(=O)C2CC=CCC2C1=O)Nc1ccc(S(=O)(=O)N2CCCCC2)cc1 (stereo not given)	-1	6	6	-3	-9	.	-5	0
C=C(C)CN(CC)C(=O)CSc1ccc(S(=O)(=O)N2CCN(C)CC2)cn1	0	1	-13	11	-2	-11	11	1
C[C@H](CO)N1C[C@H](C)[C@@H](CN(C)S(C)(=O)=O)Oc2ccc(NC(=O)CCCCCC(=O)Nc3ccccc3N)cc2CC1=O	6	5	7	-14	0	8	-25	3
COc1ccc(CCNC(=O)C2=CCN(S(=O)(=O)c3ccc(F)cc3)CC2)cc1OC	34	0	-1	-9	-4	-11	9	3
COc1ccc(/C=N/N=C2\CC3CCC2(C)C3(C)C)cc1O (stereo not given)	-12	8	0	.	.	-12	.	6
CS(=O)(=O)N1CCc2cc(C(=O)N3CCN(c4ccc(F)cc4)CC3)ccc21	-4	-2	-9	-6	-8	-7	-1	2
CC(=O)Oc1ccc(C(=O)Nc2cc(C)on2)cc1	-7	-3	-11	-17	4	.	-90	4
COC(=O)C1=C(C)NC(=O)C1(NC(=O)c1ccncc1)C(F)(F)F (stereo not given)	2	-1	-10	6	8	1	-2	4
COCc1ccc(C(=O)NC2CCCc3c2cnn3-c2ccc(C)c(C)c2)o1 (stereo not given)	-3	2	-2	10	-15	10	10	6
O=C(NC(=S)Nc1ccccn1)c1ccc([N+](=O)[O-])cc1	-1	0	6	-55	17	0	-312	-5

Looked up by compound from above (3):
SMILES	ARNT TACC3 PPI	Cneo AK release	C2C12 statin	LGR2 inh	GSIS activator	PGC1a acetyl inh	PAX8 reporter	PglD inh
Cc1ccc(S(=O)(=O)Nc2ccc3c(c2)C(=O)N([C@H](C)CO)C[C@@H](C)[C@H](CN(C)C(=O)CCCN(C)C)OCCCC[C@@H](C)O3)cc1	-3	-1	.	-8	11	2	8	7
N=C1C(c2ccccc2)=C(O)CN1NC(=O)c1ccc(Cl)cc1	0	.	.	27	5	.	-10	.
CCOc1ccc(S(=O)(=O)N(CC)CC(=O)NCc2ccncc2)cc1C	-14	6	-5	1	26	.	6	3

The list continues:
SMILES	ARNT TACC3 PPI	Cneo AK release	C2C12 statin	LGR2 inh	GSIS activator	PGC1a acetyl inh	PAX8 reporter	PglD inh
CC1(C)CC(=O)C(c2ccccc2)(c2ccccc2)C(=O)C1	-2	0	-3	12	.	0	0	3
COc1ccc(NS(=O)(=O)c2ccc(NS(=O)(=O)c3ccc(C)cc3)cc2)nn1	-7	1	-4	.	.	-1	.	7
Cc1ccc(-n2nnnc2SCC(=O)N2CCNC2=O)cc1C	.	-3	-2	-2	5	-4	-10	3
C[C@H](CO)N1C[C@H](C)[C@@H](CN(C)Cc2ccccc2C(=O)O)OCc2cn(nn2)CCCC1=O	-2	-2	3	6	2	4	-7	4
COCC(=O)N1CCC(n2nnc3cc(F)ccc32)CC1	0	1	.	.	.	10	4	-1
Cc1ccc(C(=O)O/N=C2\CCSc3ccc(C)cc32)cc1	-29	-3	2	.	.	.	-25	3
C/C=C/c1ccc([C@H]2[C@@H](CO)N(C(=O)NC(C)C)[C@H]2CN(C)C(=O)CC)cc1	-8	2	-19	15	6	3	-5	1
O=C(C1CCOCC1)N1C[C@H]2[C@@H](c3ccccc31)[C@H](CO)N2C(=O)Nc1ccccc1F	5	-8	-2	4	8	6	6	-2
O=C(c1cn(-c2ccccc2)nc1-c1cccs1)N(CCO)Cc1ccccc1	-3	1	14	.	.	9	16	-4
COc1ccc(-c2cc(C(=O)Nc3ccc(Br)cc3)no2)cc1	-5	3	0	3	5	4	-22	-7
CCCn1c(=O)c(C(=O)NCCc2ccccc2)c(O)c2ccccc21	-11	0	-8	-18	10	.	-11	-7
O=C(c1cccnc1)N1C[C@@H]2[C@H](c3ccccc31)[C@@H](CO)N2C(=O)Nc1ccccc1F	6	-3	3	1	-6	1	-6	-5
O=C1C(Cl)=C(N2CCCCC2)C(=O)N1c1ccccc1Cl	1	3	-3	36	17	-21	.	6
CC(=O)SCCC(=O)N1C(C)CCCC1C(=O)O (stereo not given)	26	5	2	.	.	7	.	0
C[C@@H]1CN([C@@H](C)CO)C(=O)c2cc(C3=CCCC3)cnc2O[C@@H]1CN(C)C(=O)Nc1ccc(F)cc1	-4	2	40	-11	-9	-9	.	-3
O=C(C[C@H]1CC[C@H]2[C@@H](COC[C@H](O)CN2C(=O)C2CC2)O1)NCc1ccccc1Cl	-3	48	-11	9	10	-2	-18	1
CCS(=O)(=O)c1ccc2oc(SCC(=O)NCCc3ccc(F)cc3)nc2c1	9	.	.	28	-16	.	13	.
O=[N+]([O-])c1ccc(/C=N/n2c(CO)nc3ccccc32)s1	-8	4	.	5	-14	-53	14	5
CCN1CCCC1CNC(=S)Nc1ccc(C(C)=O)cc1 (stereo not given)	-4	.	.	-5	8	.	-29	.
O=C(O)c1ccc(S(=O)(=O)c2ccc([N+](=O)[O-])cc2[N+](=O)[O-])cc1	.	3	0	-9	17	-7	-44	4
O=C(COc1cccc(Cl)c1)Nc1ccccc1N1CCCCC1	3	1	3	8	19	-3	13	6
COc1ccc(C)cc1S(=O)(=O)N1CCN(S(=O)(=O)c2cc(C)ccc2OC)CC1	5	1	0	.	.	5	.	0
O=c1c2sccc2[nH]c(=S)n1Cc1ccccc1	-1	.	.	17	15	.	-22	.
Cc1nc2nc(C)c(CCC(=O)NCCCN3CCN(c4cccc(Cl)c4)CC3)c(C)n2n1	5&-4	0	-24	1	-14	-13&0	-10&17	7
Cc1cccc(C)c1NC(=O)COC(=O)C1CC1	.	0	3	11	-2	4	3	-2
Cc1c(C(=O)N2CCCCC2)sc(NC(=O)C23CC4CC(CC(C4)C2)C3)c1C#N	-3	0	-38	.	.	-6	.	-1
CC(=O)Oc1ccc(NC(=O)CSc2ccccc2)cc1	-3	-1	22	-21	-8	-9	.	1
C[C@@H](O)C#Cc1ccc([C@H]2[C@H](CO)N3CCCCN(C(=O)c4ccc(F)cc4)C[C@@H]23)cc1	-4	-3	.	-16	5	-2	1	-1
O=C(CN1CCN(c2ccccc2O)CC1)Nc1cccnc1Cl	0	2	-6	-13	-1	-6	-5	2
Cc1cccc(NC(=O)COc2ccc(/C=C\c3[nH]c(=O)[nH]c(=O)c3[N+](=O)[O-])cc2)c1	-2	.	.	2	-12	3	6	.
COc1ccc(CCNC(=O)COC(=O)CSc2ccc(C(N)=O)cc2[N+](=O)[O-])cc1OC	-4	-1	0	-10	46*	.	0	8
S=C(Nc1ccc2c(c1)OCO2)NC1CCN(Cc2ccccc2)CC1	34	-2	-35	.	.	-9	.	1
CCCNC(=O)C[C@@H]1C[C@H]2c3cc(NC(=O)Nc4ccccc4F)ccc3O[C@H]2[C@H](CO)O1	4	2	9	9	-13	-20	15	5
Cc1ccc(N/C=C(\C#N)S(=O)(=O)c2ccccc2)cc1	-2	0	-2	-29	-4	-8	12	-6
CCC(=O)N(C)C[C@H]1Oc2ncc(-c3ccc(C)cc3)cc2C(=O)N([C@H](C)CO)C[C@@H]1C	-34	-1	8	-2	-3	-6	.	5
COc1cccc(NC(=O)C(NCC2CCCCC2)c2ccccc2)c1 (stereo not given)	.	-1	4	.	.	-6	.	0
Cc1ccc(-c2ccc(C3[C@@H]4CN(S(=O)(=O)c5ccc(C)cc5)C[C@H]3N4)cc2)cc1 (stereo not given in full)	.	.	.	0	71	-19	73*	.
O=C(c1ccccc1)c1ccc(OCC(O)CN2CCCC2)cc1 (stereo not given)	-1	-1	-1	-4	-4	-10	-27	3
